Tcruzi prolif = T. cruzi intracellular proliferation inhibitors, primary screen, cell-based, beta-gal Tulahuen parasites, NIH3T3 host, luminescence; T. cruzi beta-gal in NIH3T3, GalScreen luminescence, 90 h; inhibition, % at 8.34 µM; 77,000 compounds, 5.9% hits; AID 624255, 2012;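 active means mean inhibition above about 93%, with at least 55% of replicates each passing it, limit read from the data, passing the limit was not always enough; inconclusive means only one of those two conditions holds; inactive means neither condition holds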
C diff growth = C. difficile growth inhibitors, primary screen, HTS; AID 1259249, 2017; Clostridium difficile clinical isolate growth, OD600, 24 h; active compounds read low; 86,000 compounds, 0.25% hits; growth activity, negative = inhibition, % at 16 µg/mL (by protocol);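 active means mean growth activity at or below -80% and every replicate also at or below -80%; inconclusive means mean at or below -80% but some replicate above -80%; inactive means mean growth activity above -80%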;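 further: 0% = DMSO wells and -100% = levofloxacin 16 µg/mL wells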
KDM4C inh = inhibitors of GASC-1 (KDM4C) histone demethylase, primary screen, biochemical, single concentration HTS; Lysine-specific demethylase 4C (Homo sapiens), Q9H3R0; GST-KDM4C 2-372, H3K9me3 peptide, LANCE TR-FRET; inhibition, % at 12.5 µM; 96,000 compounds, 0.15% hits;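 active means mean replicate inhibition above about 25%, with at least 55% of replicates also reaching it, limit read from the data, passing the limit was not always enough; inconclusive means only one of those two conditions met; inactive means neither condition met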
Target sequence (Q9H3R0 2-372 limits assumed): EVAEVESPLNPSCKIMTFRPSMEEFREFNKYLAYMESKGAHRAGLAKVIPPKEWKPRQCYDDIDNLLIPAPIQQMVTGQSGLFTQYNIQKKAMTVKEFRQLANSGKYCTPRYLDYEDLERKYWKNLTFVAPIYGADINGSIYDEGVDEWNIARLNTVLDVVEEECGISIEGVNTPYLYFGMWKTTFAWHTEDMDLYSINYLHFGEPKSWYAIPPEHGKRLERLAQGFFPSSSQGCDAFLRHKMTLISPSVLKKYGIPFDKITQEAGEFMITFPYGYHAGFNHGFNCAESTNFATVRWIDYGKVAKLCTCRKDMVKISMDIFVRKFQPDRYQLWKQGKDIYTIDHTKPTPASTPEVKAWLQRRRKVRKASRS
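reagent = H3K9me3 peptide substrate, Fe(II), 2-oxoglutarate | system = GST-tagged GASC-1 (JMJD2C) catalytic fragment, aa 2-372 | amount = enzyme final amount 10 nM | read-out = Fall in 671/618 emission ratio as inhibition | medium = HEPES buffer, pH 7.5, plus ascorbate | schedule = 30 min reaction, 60 min detection, RT | measured by = LANCE TR-FRET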
Pf Dd2 inh = P. falciparum Dd2 growth inhibitors, primary screen, SYBR Green fluorescence, single dose replicates. 94,000 compounds, 2.3% hits. AID 1159554, 2015. 72 h; active compounds read low. activity change, % at 10 µM; in the data active means activity change below about -80%; inconclusive means no clear call, values can overlap the other calls
Numbers without * were called inactive; ? = inconclusive; nt = not tested or not shown; & = joins results of further samples.

Molecule	C diff growth	Tcruzi prolif	KDM4C inh	Pf Dd2 inh
O=C(NCC1CC1)[C@H]1[C@H](CO)[C@H]2Cn3c(cccc3=O)[C@H]2N1C(=O)CC1CC1	1	20	0.3	2
CN1C(=O)c2cc(NC(=O)C3CCCCC3)ccc2OC[C@@H]2O[C@@H](CC(=O)NCC3CCCCC3)CC[C@@H]21	-8	nt	4.3	-16
O=C(c1ccccc1)N1CC[C@@H]2[C@H]1c1cc(C#Cc3cccc(F)c3)ccc1N[C@@H]2CO	68	91	-0.1	-10
CN1[C@@H]2Cn3c(ccc(C4=CCCCC4)c3=O)[C@H]1[C@@H](C(=O)NCc1cccc(F)c1)[C@@H]2CO	2	8	-2.1	15
C[C@H](CO)N1C[C@H](C)[C@@H](CN(C)S(=O)(=O)c2ccc(Cl)cc2)OCCCC[C@H](C)Oc2ccc(NS(C)(=O)=O)cc2C1=O	0	2	-0.8	-30
O=C(c1ccc(F)cc1)N1C[C@H]2[C@@H](c3ccccc31)[C@@H](CO)N2C(=O)c1ccccc1	-3	4	-2.0	4
Cc1ccc(-c2cnc3c(c2)C(=O)N([C@@H](C)CO)C[C@H](C)[C@H](CN(C)C)O3)cc1	6	-3	13	48
C[C@@H]1CCCCO[C@H](CN(C)Cc2ccccc2)[C@H](C)CN([C@@H](C)CO)C(=O)c2cc(NC(=O)Nc3ccc(C(F)(F)F)cc3)ccc2O1	27	87	0.2	-74
C[C@H]1CN([C@@H](C)CO)C(=O)c2cccc(NC(=O)c3cnccn3)c2O[C@H]1CN(C)C	-1	nt	1.8	10
C[C@@H]1CN([C@H](C)CO)C(=O)CCCn2nncc2CO[C@@H]1CN(C)S(=O)(=O)c1cn(C)cn1	nt	-18	nt	2
Cc1ccc(S(=O)(=O)N[C@H]2CC[C@@H](CC(=O)NCCc3ccncc3)O[C@@H]2CO)cc1	0	-17	-0.8	-7
C[C@H]1CN([C@@H](C)CO)S(=O)(=O)c2ccc(Br)cc2O[C@@H]1CN(C)C(=O)CCN1CCCCC1	0	nt	-2.2	-43
CCCNC(=O)Nc1ccc2c(c1)C(=O)N(C)[C@H]1CC[C@@H](CC(=O)NC)O[C@@H]1CO2	3	0	-0.5	-6
CN(C)C(=O)c1ccc(-c2ccc([C@@H]3[C@@H](CO)N(S(C)(=O)=O)[C@H]3C#N)cc2)cc1	-4	55	0.4	-24
COc1ccc(C(=O)Nc2ccc3c(c2)C(=O)N(C)C[C@@H](OC)[C@@H](C)CN(C(C)=O)[C@@H](C)CO3)cc1	nt	68	0.7	-54
C[C@H](CO)N1C[C@H](C)[C@H](CN(C)Cc2ccc(-c3ccccc3)cc2)Oc2c(NC(=O)NC3CCCCC3)cccc2C1=O	13	87	-4.6	1
CN1CCN(C(=O)C[C@@H]2C=C[C@@H](NC(=O)Nc3ccccc3F)[C@@H](CO)O2)CC1	nt	-60	0.4	24
CCC(=O)N[C@H]1CC[C@@H](CCn2cc(-c3cccc(OC)c3)nn2)O[C@H]1CO	5	-1	0.4	14
COc1ccc(CN(C)C[C@@H]2OCCCC[C@@H](C)Oc3ccc(NC(=O)C4CCCCC4)cc3C(=O)N([C@H](C)CO)C[C@H]2C)cc1	nt	86	-2.8	-74
CN1C(=O)c2cc(NC(=O)Nc3ccc(Cl)cc3)ccc2OC[C@H]2O[C@H](CC(=O)NCCN3CCCCC3)CC[C@H]21	23	-33	1.7	-15
COc1ccc(S(=O)(=O)N[C@@H]2CC[C@H](CC(=O)NCCc3ccncc3)O[C@@H]2CO)cc1	0	-18	-0.2	-17
Cc1noc(C)c1NC(=O)N(C)C[C@H]1Oc2ccc(NC(=O)Nc3ccc(F)cc3)cc2CC(=O)N([C@H](C)CO)C[C@@H]1C	-4	-13	0.3	-2
O=C(C[C@@H]1C=C[C@H](NC(=O)c2ccc(F)cc2)[C@@H](CO)O1)NCc1ccncn1	3	-3	0.7	-5
CC(C)NC(=O)Nc1ccc2c(c1)C(=O)N([C@H](C)CO)C[C@@H](C)[C@@H](CN(C)Cc1ccncc1)OCCCC[C@@H](C)O2	17	22	-0.9	-23
CNC(=O)C[C@H]1CC[C@H]2[C@@H](COC[C@@H](O)CN2S(=O)(=O)c2ccccc2Cl)O1	9&-4	nt	0.5	-14

Some of the entries above, reformatted.
Cc1ccc(S(=O)(=O)N[C@H]2CC[C@@H](CC(=O)NCCc3ccncc3)O[C@@H]2CO)cc1
  C diff growth: 0
  Tcruzi prolif: -17
  KDM4C inh: -0.8
  Pf Dd2 inh: -7
C[C@H]1CN([C@@H](C)CO)S(=O)(=O)c2ccc(Br)cc2O[C@@H]1CN(C)C(=O)CCN1CCCCC1
  C diff growth: 0
  Tcruzi prolif: nt
  KDM4C inh: -2.2
  Pf Dd2 inh: -43
CCCNC(=O)Nc1ccc2c(c1)C(=O)N(C)[C@H]1CC[C@@H](CC(=O)NC)O[C@@H]1CO2
  C diff growth: 3
  Tcruzi prolif: 0
  KDM4C inh: -0.5
  Pf Dd2 inh: -6
CN(C)C(=O)c1ccc(-c2ccc([C@@H]3[C@@H](CO)N(S(C)(=O)=O)[C@H]3C#N)cc2)cc1
  C diff growth: -4
  Tcruzi prolif: 55
  KDM4C inh: 0.4
  Pf Dd2 inh: -24

Next section.
Molecule	C diff growth	Tcruzi prolif	KDM4C inh	Pf Dd2 inh
C[C@H]1CN([C@@H](C)CO)C(=O)c2cc(NS(=O)(=O)c3cccs3)ccc2O[C@H]1CN(C)CC1CCCCC1	17	2	1.8	18
C[C@H](CO)N1C[C@H](C)[C@H](CN(C)Cc2cccc(C(F)(F)F)c2)Oc2ncc(-c3cc4ccccc4o3)cc2C1=O	48	89	-0.6	-40
COCC(=O)N(C)C[C@@H]1Oc2cc(C#Cc3cccnc3)ccc2S(=O)(=O)N([C@H](C)CO)C[C@H]1C	-2	nt	-0.7	-4
CC(C)NC(=O)Nc1ccc2c(c1)C(=O)N([C@@H](C)CO)C[C@@H](C)[C@H](CN(C)C(=O)CCCN(C)C)OCCCC[C@@H](C)O2	0	41	1.8	21
C[C@@H]1CCCCO[C@@H](CN(C)C(=O)CCC(F)(F)F)[C@H](C)CN([C@@H](C)CO)C(=O)c2cc(NC(=O)NC3CCCCC3)ccc2O1	-6	13	-0.3	4
C[C@H](CO)N1C[C@H](C)[C@@H](CN(C)S(=O)(=O)c2ccc(F)cc2)Oc2ccc(NC(=O)Cc3cn(C)c4ccccc34)cc2C1=O	-1	13	-4.1	?
CN(C)C(=O)C[C@H]1C=C[C@H](NC(=O)C2CC2)[C@H](CO)O1	-2	nt	-3.7	nt
C[C@@H]1CN([C@H](C)CO)S(=O)(=O)c2ccc(C#CC3CCCC3)cc2O[C@H]1CN(C)Cc1cncnc1	nt	nt	18	-27
COc1cccc(C(=O)Nc2ccc3c(c2)OC[C@@H](C)N(C)C[C@@H](C)[C@@H](OC)CN(C)C3=O)c1	0	37	-0.4	-7
Cc1cccc(S(=O)(=O)NC[C@H]2CC[C@@H]3NC[C@@H]3O2)c1	-6	nt	nt	28
COc1ccc2c3c([nH]c2c1)[C@H](CO)N(S(C)(=O)=O)CC31CN(C(=O)c2ccncc2)C1	-11	nt	0.4	46
COc1cccc(-c2cnc3c(c2)C(=O)N([C@H](C)CO)C[C@H](C)[C@H](CN(C)Cc2ccc(C(=O)O)cc2)O3)c1	-2	nt	-0.6	71
CC(=O)N1CCCCN2[C@H](C1)[C@H](c1ccc(C#Cc3ccccc3F)cc1)[C@@H]2CO	-1	75	0.7	18
C[C@H]1CN([C@@H](C)CO)C(=O)c2cc(-c3ccc(F)cc3)cnc2O[C@@H]1CN(C)C(=O)Cc1ccccn1	3	nt	9.2	-29
CCNC(=O)C[C@@H]1CC[C@H]2[C@H](COc3ccc(NC(=O)c4ccc5c(c4)OCO5)cc3C(=O)N2C)O1	-3	10	-1.3	-14
Cc1ccccc1S(=O)(=O)NCC[C@@H]1CC[C@@H](NC(=O)Nc2cccc(Cl)c2)[C@@H](CO)O1	nt	75	-2.2	-21
C[C@@H]1CN([C@@H](C)CO)S(=O)(=O)c2ccc(Br)cc2O[C@H]1CN(C)C(=O)c1ccccc1	-1	3	0.2	-16
Cc1noc(C)c1NC(=O)Nc1ccc2c(c1)C(=O)N([C@H](C)CO)C[C@H](C)[C@@H](CN(C)C(=O)c1ccccc1)OCCCC[C@H](C)O2	-2	-8	-0.7	53
CCCNC(=O)C[C@H]1CC[C@@H]2[C@@H](COc3ccc(NS(=O)(=O)c4ccccc4C)cc3C(=O)N2C)O1	1	50	0.5	-12
CCCC(O)C#Cc1cnc2c(c1)C(=O)N([C@H](C)CO)C[C@H](C)[C@H](CN(C)S(=O)(=O)c1cccc(OC)c1)O2 (some centres not stated)	1	20	0.1	2
Cc1noc(C)c1NC(=O)Nc1cccc2c1O[C@@H](CN(C)Cc1ccc(C(F)(F)F)cc1)[C@H](C)CN([C@@H](C)CO)C2=O	-2	65	-2.0	-26
CCC(=O)N[C@@H]1CC[C@@H](CC(=O)NCC2CCCCC2)O[C@@H]1CO	nt	29	1.0	6
Cc1ccc(S(=O)(=O)Nc2ccc3c(c2)C(=O)N([C@@H](C)CO)C[C@H](C)[C@@H](CN(C)Cc2ccccc2)OCCCC[C@@H](C)O3)cc1	6	73	-0.4	-71
CCCN1[C@@H]2c3ccc(-c4ccccc4OC)c(=O)n3C[C@@H]2[C@@H](CO)[C@@H]1C(=O)N1CCCCC1	-1	16	4.3	-11
CN(C)C(=O)C[C@H]1CC[C@H]2[C@@H](COc3ccc(NC(=O)C4CCOCC4)cc3C(=O)N2C)O1	1	-50	-0.5	11
CC(C)NC(=O)N(C)C[C@H]1OCCCC[C@@H](C)Oc2ccc(NC(=O)c3ccncc3)cc2C(=O)N([C@@H](C)CO)C[C@H]1C	-3	51	-4.8	19
Cc1noc(C)c1S(=O)(=O)Nc1ccc2c(c1)CC(=O)N([C@@H](C)CO)C[C@H](C)[C@@H](CN(C)Cc1ccc3c(c1)OCO3)O2	-4	31	0.9	6
C[C@H](CO)N1C[C@H](C)[C@@H](CN(C)Cc2ccc(C(=O)O)cc2)Oc2ccc(N(C)C)cc2C1=O	4	62	2.9	14
O=C(NC1CCCC1)[C@H]1[C@H](CO)[C@H]2Cn3c(ccc(-c4cccc(F)c4)c3=O)[C@@H]1N2	-3	9	-2.2	-16
CN(C)C(=O)c1cccc(-c2cccc(-c3nc(C(=O)NCc4ccccc4)cc4c3[C@@H](CCO)N([S@](=O)C(C)(C)C)C4)c2)c1	nt	66	2.6	?
O=C(NCC[C@H]1CC[C@@H](NC(=O)C2CC2)[C@H](CO)O1)Nc1ccc(Cl)cc1	0	nt	4.0	nt
CCCN1[C@@H]2c3ccc(C4=CCCCC4)c(=O)n3C[C@@H]2[C@@H](CO)[C@@H]1C(=O)N(C)C	4	nt	3.0	-9
C[C@H](CO)N1C[C@H](C)[C@H](CN(C)Cc2ccc(C(=O)O)cc2)Oc2ncc(-c3ccc(C(=O)N(C)C)cc3)cc2C1=O	-2	-43	-1.9	-5
COc1ccc(S(=O)(=O)N(C)C[C@@H]2Oc3ccc(NS(=O)(=O)c4ccc(F)cc4)cc3CC(=O)N([C@H](C)CO)C[C@@H]2C)cc1	-8	-8	0.4	-34
Cc1noc(C)c1S(=O)(=O)N(C)C[C@H]1OCCCC[C@@H](C)Oc2ccc(N(C)C)cc2C(=O)N([C@H](C)CO)C[C@@H]1C	0	46	2.7	-12
CN1CCCCN2[C@H](C1)[C@H](c1ccc(-c3ccccc3)cc1)[C@@H]2CO	-1	25	-1.2	8
O=C(Nc1ccccc1)N1CC(=O)N2[C@H](CO)[C@@H](c3ccc(C#CC4CC4)cc3)[C@@H]2C1	4	nt	-0.3	2
Cc1cc(C(=O)Nc2cccc3c2O[C@@H](CN(C)Cc2ccccc2)[C@H](C)CN([C@H](C)CO)C3=O)n(C)n1	2	27	-0.6	-21
COCC(=O)N(C)C[C@@H]1Oc2ncc(-c3ccccc3F)cc2C(=O)N([C@H](C)CO)C[C@H]1C	-3	nt	-1.0	-3
CN1C(=O)c2cc(NC(=O)C3CCOCC3)ccc2OC[C@H]2O[C@@H](CC(=O)NCc3ccccc3F)CC[C@H]21	-4	-18	2.4	10
COCC(=O)N1CCC2(CC1)CN(S(C)(=O)=O)[C@@H](CO)c1[nH]c3cc(OC)ccc3c12	-3	nt	9.0	-8
C[C@H]1CN([C@@H](C)CO)C(=O)c2cc(/C=C/c3ccccc3)cnc2O[C@@H]1CN(C)C(=O)c1ccc2c(c1)OCO2	-2	nt	-2.4	-63
